Screening results (PubChem)
pAkt inh = Akt phosphorylation inhibition | Neuro2A IGF-stimulated pAkt S473 HTRF, 20 min; stronger effect = lower value | activity change, % for hits at 50 µM | 360,000 tested, 0.32% active | AID 651550; in the data active = activity change below about -80%; inconclusive = mostly about -51% to -80%; note: % is set by controls: 0 for no effect and ±100 for the full control effect
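Single-point screen (50 µM final compound) in Neuro2A cells stimulated 20 min with 6 nM IGF at 37 deg C. After lysis, Ser473-phosphorylated Akt read by HTRF (ex 330 nm, em 615/665 nm) as the 665/615 ratio.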
aSyn yeast inh = alpha-synuclein toxicity inhibition in yeast. Potency, µM (doses to about 46.1 µM), inactives show at the top dose growth rescue (activation), actives largely listed as activators. Yeast expressing alpha-synuclein, growth rescue, BacTiter-Glo, 24 h. 370,000 tested, 0.14% active; note: potency is the fitted concentration of half-maximal effect; % of control where 0% means no effect; nearly all actives have a fitted effect of over 65% in size
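Galactose-induced alpha-syn yeast (OD600=0.02, raffinose-pregrown) + pinned cpd, 24 hr, 30 deg C; growth by BacTiter-Glo luminescence. Growth restoration scores as activation.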
FUS yeast rescue = rescues growth of FUS-expressing yeast. S. cerevisiae FUS-expressing, growth rescue, OD600, 24 h. Potency, µM (series often up to 76.6 µM), for inactives: top-dose growth rescue (activation), hits mostly activators. 390,000 tested, 0.24% active;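 note: potency is the fitted concentration of half-maximal effect; plate controls were DMSO vehicle for no effect and reference control for full effect; nearly all actives have a fitted effect of over 55% in size; some results filed as inactive show a strong effect at the top dose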
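Toxicity suppression screen in FUS-yeast. Cells induced with 2% galactose, starting OD 0.005, treated 24hr at 30C with compounds at multiple final concentrations; growth by OD600.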
GLP-1R inv ag = acts as inverse agonist at human GLP-1 receptor. AID 624417. HEK293 GLP-1R CRE-luciferase, luminescence, 24 h; GLP-1R form is constitutively active. Potency, µM (titrated, usually from 38.3 µM), for inactives: top-dose activity change, negative = inhibition, actives largely listed as inhibitors. 410,000 tested, 1.6% active. P43220; note: potency is the fitted concentration of half-maximal effect; % is set by controls: 0 for no effect and ±100 for the full control effect; nearly all actives have a fitted effect of over 55% in size
Target sequence (P43220 whole entry, looked up): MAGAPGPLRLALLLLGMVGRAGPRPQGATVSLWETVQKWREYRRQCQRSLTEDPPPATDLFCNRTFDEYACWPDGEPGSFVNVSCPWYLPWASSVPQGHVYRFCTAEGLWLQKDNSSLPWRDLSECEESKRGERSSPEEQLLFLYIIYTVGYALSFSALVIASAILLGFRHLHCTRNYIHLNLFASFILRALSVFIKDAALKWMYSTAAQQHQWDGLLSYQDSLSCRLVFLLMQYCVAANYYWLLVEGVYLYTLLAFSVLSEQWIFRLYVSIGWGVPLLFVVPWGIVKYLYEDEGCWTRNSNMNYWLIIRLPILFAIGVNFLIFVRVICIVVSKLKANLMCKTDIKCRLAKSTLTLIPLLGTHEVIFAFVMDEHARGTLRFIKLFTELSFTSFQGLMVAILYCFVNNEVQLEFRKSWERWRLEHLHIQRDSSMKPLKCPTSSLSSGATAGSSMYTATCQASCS
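HEK293 cells stably co-expressing a cAMP-responsive luciferase reporter and constitutively active GLP-1R were seeded, incubated 12 h, then exposed to compounds for 24 h at 37 C. Luminescence was read 12 min after detection reagent; inverse agonists lower signal.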
DRD3 antagonist = D3 dopamine receptor (human) antagonism. D3R cells, DiscoveRx beta-arrestin luminescence, antagonist mode; stronger effect = lower value. P35462. 360,000 tested, 2.5% active. max response, negative = inhibition, %; in the data active = max response below about -50%; inconclusive = no clear call, values can overlap the other calls; note: % is set by controls: 0 for no effect and ±100 for the full control effect; mostly tested at two doses, the higher about 12 µM
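Cells plated overnight at 1500 cells/well, then exposed to library compounds with dopamine controls for 90 minutes at 37 degrees C. DiscoveRx reagent added for 30–60 minutes at room temperature; luminescence read, quantitative HTS format.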
GLP-1R agonist = GLP-1 receptor (human) agonism | Potency, µM (series often up to 45.6 µM), for inactives: at the top dose activation, actives largely listed as activators | 380,000 tested, 0.007% active | P43220 | HEK293 GLP-1R CRE-luciferase, luminescence, 4-6 h; cells express a hypersensitive GLP-1R form; note: potency is the fitted concentration of half-maximal effect; % of control where 0% means no effect
PTHR1 ag = PTHR1 (human) receptor agonism; HEK293 GP2 PTHR1 cells, GloSensor cAMP luminescence, 1 h; 410,000 tested, 0.075% active; Potency, µM (highest dose often 115 µM), for inactives: at the top dose activation, most hits filed as activators; Q03431; note: potency is the fitted concentration of half-maximal effect; nearly all actives have a fitted effect of over 55% in size; some results filed as inactive show a strong effect at the top dose; inactives centre near -15; many of its hits are not listed in these tables
Target sequence (Q03431 whole entry, looked up): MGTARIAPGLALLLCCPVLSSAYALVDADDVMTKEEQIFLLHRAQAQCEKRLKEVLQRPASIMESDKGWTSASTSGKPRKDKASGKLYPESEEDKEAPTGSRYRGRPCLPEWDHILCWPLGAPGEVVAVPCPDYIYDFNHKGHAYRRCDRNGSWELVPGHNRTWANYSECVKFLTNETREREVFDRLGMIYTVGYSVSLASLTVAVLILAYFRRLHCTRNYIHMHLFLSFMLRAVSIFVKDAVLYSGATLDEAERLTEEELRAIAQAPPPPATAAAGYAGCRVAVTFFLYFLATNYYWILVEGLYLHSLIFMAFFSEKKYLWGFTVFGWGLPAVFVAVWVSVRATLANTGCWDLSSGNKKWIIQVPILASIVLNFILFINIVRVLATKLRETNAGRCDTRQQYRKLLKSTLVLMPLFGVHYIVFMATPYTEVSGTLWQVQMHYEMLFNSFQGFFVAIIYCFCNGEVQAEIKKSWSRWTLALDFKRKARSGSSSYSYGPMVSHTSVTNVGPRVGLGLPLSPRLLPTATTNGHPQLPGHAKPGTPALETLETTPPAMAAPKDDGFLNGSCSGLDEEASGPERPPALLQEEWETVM
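HEK-293-derived GP2 cells expressing PTHR1 and a GloSensor cAMP reporter, 3,000/well, plated overnight, given luciferin plus IBMX (each 0.5 mM as added) for 1 h at 37 °C, then compound for 1 h at 37 °C. Luminescence was read after 15 min at room temperature.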
TDP-43 yeast inh = rescues yeast growth from TDP-43 toxicity; TDP-43 expressing yeast growth rescue, BacTiter-Glo, 24 h; Potency, µM (series often up to 46.1 µM), for inactives: at the highest dose growth rescue (activation), usual class: activators; 410,000 tested, 1.8% active; note: potency is the fitted concentration of half-maximal effect; % of control where 0% means no effect; nearly all actives have a fitted effect of over 50% in size
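Cell-based yeast growth screen: TDP-43 expression induced in galactose, inoculum OD600=0.02 after raffinose pregrowth to mid-log. Read-out BacTiter-Glo luminescence at 24 hr, 30 deg C; inhibition of toxicity seen as signal increase.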
Abeta yeast res = A-beta toxicity reversal in yeast. yeast expressing A-beta42, growth rescue, OD600, 48 h; response scale: 0% DMSO, 100% iron-clioquinol control. 410,000 tested, 0.063% active. Potency, µM (top dose mostly 46.1 µM), without a hit: at the highest dose growth rescue, hits mostly activators; note: potency is the fitted concentration of half-maximal effect; nearly all actives have a fitted effect of over 55% in size
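Growth rescue measured by 600 nm absorbance after 48 h yeast culture at 30 C with compound. Values normalized between DMSO and an equimolar ferric chloride plus clioquinol control.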
Numbers without * were called inactive; i = inactive; ? = inconclusive; · = no result given; [ ] = another dose, or the depositor's remark. Unless noted, calls come from the whole dose curve; as a rule, active = well fitted curve in the direction sought with a large enough effect; inconclusive = small, poorly fitted or top-dose-only effect, or another doubt; inactive = no such curve, though single readings can be large; an effect the other way counts as inactive or inconclusive. This is a subset; the hit share may differ from the screen's.

structure,TDP-43 yeast inh,Abeta yeast res,pAkt inh,DRD3 antagonist,GLP-1R agonist,PTHR1 ag,aSyn yeast inh,FUS yeast rescue,GLP-1R inv ag
COc1ccc2c(c1)CCc1c(C(=O)Nc3c(C)nn(Cc4ccc(C)cc4)c3C)noc1-2,17%,-6%,·,·,·,i,·,?,-5%
Cc1nc(CCNC(=O)CC2C(=O)NCCN2Cc2ccc(F)cc2)sc1C (stereo unspecified),-6%,-2%,i,-1,3%,i,-2%,2%,-1%
Cc1ccc(C(=O)Nc2cc3ccccc3oc2=O)cc1,-11%[9.22 µM],-12%,i,19,-1%,-28%,-3%,9%,?
COc1ccc(N2CCN(C(=S)Nc3ccc(OC)cc3OC)CC2)cc1,4%,-14%,i,0,-2%,-20%,2%,-3%,11%
Cc1ccc(C(=O)NCc2ccco2)cc1S(=O)(=O)Nc1cccc(C)c1C,-42%[inhibitor],2%,i,-22,-2%,?,-18%,21%,?
CC1(C(=O)NS(=O)(=O)c2cccc(F)c2)CCN1C(=O)c1ccco1 (stereo unspecified),11%,-13%,i,0,-5%,-22%,-1%,-12%,15%
CC(C)(C)Cc1nnc(NC(=O)Cc2cccs2)s1,-3%,-1%,i,3,3%,-2%,0%,3%,-22%
CCOc1ccccc1C(=O)N1CCN(CCc2ccccn2)CC1,22%,-10%,·,·,·,i,·,-6%,-9%
CCNc1nc(NOC)nc(OCC#N)n1,5%,-7%,i,6,12%,i,0%,-19%,61%[activator]
Cc1nn(C)c(C)c1S(=O)(=O)N1CCC(C(=O)NC2CCCCC2)CC1,-12%,-4%,i,14,-3%,?,-7%,7%,7%
CCNC(=S)N/N=C/c1ccc(-c2ccccc2)o1,2%,6%,i,-19,11%,-9%,-18%,-1%,6%
CN1CCC(OC(=O)COc2ccc(F)cc2)CC1,9%,4%,i,9,-10%,i,4%,1%,-6%[0.307 µM]
COc1cc(OC)cc(C(=O)N2CCC(C(=O)N3CCOCC3)CC2)c1,24%,-8%,i,10,-1%,i,-1%,-6%,-3%
Cc1[nH]c2ccccc2c1/C=N\NC(=O)Cn1nnc(-c2ccccc2)n1,18%,-1%,i,-16,3%,-7%,2%,-23%,18%
Cc1ccc(NC(=O)Cc2nc(COC(=O)Cc3cccc(C(F)(F)F)c3)cs2)cc1,-2%,7%,i,12,0%,i,-2%,25%,?
CCOc1ccc(-c2nc(=S)[nH][nH]2)cc1,29%,5%,i,-7,-6%,i,0%,-4%,?
COc1cc(CSc2ncn[nH]2)c(OC)cc1CSc1ncn[nH]1,-5%,8%,i,-23,0%,23%[57.5 µM],2%,23%,1%
CCc1cc(-c2n[nH]c(C)c2-c2ccccc2Cl)c(O)cc1OC,11%,-66%[inhibitor],i,-2,-3%,?,-57%[inhibitor],?,?
O=C(NCCc1nnc2ccc(N3CCCC3)nn12)c1ccccc1,-10%,0%,i,-19,8%,-33%[inhibitor],-1%,10%,-27%
O=c1c2ccccc2nc(-c2ccccc2)n1O,-2%,-21%,i,9,-5%,i,24%,2%,-8%
CCNc1cc(N2CCCC2)ccc1[N+](=O)[O-],12%,1%,i,3,0%,i,?,·,10%
CCCCCCCCCCCCN1C/C(=C\C(=O)OCC)c2ccccc2S1(=O)=O,10%,-15%,i,26,-4%,-11%,0%,7%,?
COc1ccc2c(c1)c1c(c(=O)n(-c3ccc(C)cc3)c(=O)n1CC(=O)c1ccc(Cl)cc1)n2C,14%,-4%,·,·,1%,i,·,6%,1%
CC(C)c1cnc2c(c1SCC(=O)NCc1ccccc1)c(=O)n(C)c(=O)n2C,21%,10%,·,·,·,i,·,11%,5%
CCOC(=O)c1c(NC(=O)COc2ccc(C)cc2C(C)(C)C)sc2c1CCC(C)C2 (stereo unspecified),0%,-6%,·,·,·,-19%,·,-26%,18%
CCN(CC)CCNC(=S)Nc1ccc2nc3n(c(=O)c2c1)CCCCC3,·,18%,i,?,13%,i,-7%,12%,-28%
CC(NC(=O)c1ccccc1)c1nnc(SCC(=O)NC2CCCC2)n1C (stereo unspecified),-6%,9%,i,-3,1%,i,-2%,14%,-2%
CCOc1ccc(Cn2c(=O)sc3ccccc32)cc1OC,13µM*,-3%,i,-2,27%,-24%,?,12%,?
COc1ccccc1/C=C/C(=O)NCC(=O)N/N=C/c1ccccc1,16%,-3%,i,?,-4%,-32%[inhibitor],-8%,-8%,1%
CCn1c(COc2ccccc2C)nnc1SCC(=O)N1CCN(c2ccccc2)CC1,17%,-16%,i,-17,-2%,-23%,9%,39%,0%
COC(=O)c1ccccc1N1C(=O)[C@@H]2C(c3ccc(F)cc3)=NO[C@@H]2C1=O,-16%,11%,·,?,-13%,i,12%,17%,0%
CC(C)(C)C1CCC(=NNC(=O)C(=O)NC2CCCCC2)CC1 (stereo unspecified),4%,-12%,i,-15,4%,i,-7%,·,30%
C/C=C(\C)C(=O)OC1CC(C)(C)C[C@H]2C3=CC[C@@H]4[C@@]5(C)CCC(O[C@@H]6O[C@@H](C(=O)O)[C@@H](O)C(O[C@@H]7OC[C@H](O)[C@@H](O)[C@@H]7O[C@@H]7OC(CO)C(O)[C@@H](O)[C@@H]7O)C6O[C@@H]6OC(CO)C(O)C(O)C6O)[C@@](C)(CO)[C@@H]5CC[C@]4(C)[C@]3(C)CC(O)[C@@]12CO (stereo partly specified),0%,4%,i,2,-8%,-59%[inhibitor],2%,?,-5%
COc1cccc2cc(C(C)N(CCCN3CCOCC3)C(=O)Nc3ccc(Cl)cc3)oc12 (stereo unspecified),-11%,-6%,i,-19,12%,i,2%,11%,?
COCCCNc1ccn2nc(-c3cccc(OCc4ccccc4)c3)cc2n1,?,5%,i,81,-19%,-55%[inhibitor],-9%,?,?
COc1ccccc1-n1c(C)nnc1SCC(=O)NCc1ccccc1,-23%,15%,i,6,-3%,-5%[57.5 µM],3%,-6%,3%
COc1ccc(CCNC(=O)CSc2nc3nc(C)c(Cc4ccc(C)cc4)c(C)n3n2)cc1OC,18%,-22%,·,·,·,-26%,·,37%,-14%
CCOC(=O)C1CCC(CN(Cc2cccc(Br)c2)S(=O)(=O)c2ccc(C)cc2)CC1 (stereo unspecified),-9%,-11%,·,·,·,-53%[inhibitor],·,30%,-20%
O=C(CCS(=O)(=O)c1ccccc1)N(Cc1cccnc1)c1nc2ccc(F)cc2s1,11%,7%,·,·,·,-3%,·,0%,10%
COc1ccc(C(=O)NNC(=O)c2cnccn2)cc1[N+](=O)[O-],-3%,-1%,·,-64*,-5%,-14%,·,12%,5%
Cc1ccc(Cn2c(=O)n(-c3cc(C)cc(C)c3)c(=O)c3oc4ccccc4c32)cc1,28%,2%,·,·,·,-27%,·,-22%,2%
CN(C)c1nc(-c2cn(CCC#N)c3ccccc23)cs1,16%,-16%,i,2,0%,-3%,-16%,30%,-19%
O=C(Nc1ccc(Cl)c(S(=O)(=O)N2CCCCC2)c1)c1ccncc1,9%,22%,i,0,1%,-31%,-1%,18%,-27%
Cc1c(C#N)c(O)n(CCO)c(=O)c1N=Nc1ccc2c(c1)COC2=O,-17%,-2%,i,-59*,1%,21%,-8%,-1%,-14%
COc1ccccc1NCc1nnc(-c2ccccc2)o1,?,7%,i,0,11%,-11%,10%,-2%,17%
CCOc1ccc2[nH]c(C(=O)N/N=C/c3ccc(OC)cc3)cc2c1,17%,-3%,i,14,22%,-6%,0%,5%,?
O=C1CCN(C(=O)Cc2ccccc2)c2ccccc21,?,-4%,i,8,-1%,i,1%,-25%,-13%
O=C(Nc1ccncc1)Nc1ccc(F)cc1,1%,-1%,i,10,1%,-36%,-1%,-7%,-8%

Random excerpt: two compounds from above, in no set order.
structure,TDP-43 yeast inh,Abeta yeast res,pAkt inh,DRD3 antagonist,GLP-1R agonist,PTHR1 ag,aSyn yeast inh,FUS yeast rescue,GLP-1R inv ag
O=C(CCS(=O)(=O)c1ccccc1)N(Cc1cccnc1)c1nc2ccc(F)cc2s1,11%,7%,·,·,·,-3%,·,0%,10%
CCOC(=O)C1CCC(CN(Cc2cccc(Br)c2)S(=O)(=O)c2ccc(C)cc2)CC1 (stereo unspecified),-9%,-11%,·,·,·,-53%[inhibitor],·,30%,-20%

Later entries.
structure,TDP-43 yeast inh,Abeta yeast res,pAkt inh,DRD3 antagonist,GLP-1R agonist,PTHR1 ag,aSyn yeast inh,FUS yeast rescue,GLP-1R inv ag
CCN(CC)c1ccc(C=C2C(=O)OC(c3ccccc3)OC2=O)cc1 (stereo unspecified),-10%,5%,i,15,3%,i,5%,-1%,16%
CCCCC(=O)OC1CCC2C3CCc4cc(O)ccc4C3CCC12C (stereo unspecified),22%,-15%,·,15,8%,-1%,-28%,-22%,-22%
CCC(C)(CN(C)C)OC(=O)c1ccccc1 (stereo unspecified),24%,11%,i,13,-5%,-22%,4%,-35%,2%
CN(c1ccc(O)cc1)c1nc(O)c(C2=c3ccccc3=NC2=O)s1,-5%,-1%,i,?,19%,-35%[inhibitor],-1%,-4%,44%[activator]
C/C(=N/OCC(=O)Nc1ccc(C)cc1C)c1cccs1,23%,-7%,i,-3,15%,-6%,12%,-6%,-30%
COC(=O)c1cc(S(=O)(=O)N2CCCCCC2)c[nH]1,21%,10%,i,-4,3%,0%,3%,-15%,-5%
Cc1cccc(NC2=C/C(=N/S(=O)(=O)c3cccs3)c3ccccc3C2=O)c1,17%,-12%,i,-93*,-15%,-34%[inhibitor],-14%,-18%,0%
O=[N+]([O-])c1ccccc1CN1CCN(S(=O)(=O)c2ccccc2)CC1,15%,26%,i,-15,1%,-12%,4%,-9%,?
CCOc1ccc(-c2cc(C(=O)NCCCn3ccnc3)c3ccccc3n2)cc1,19%,6%,i,11,22%,-17%,-3%,-17%,5%
